aGlu spleen mod: lysosomal alpha-glucosidase (human) modulation. P10253. human spleen homogenate, 4-MU-alpha-glucoside fluorescence. Potency, µM (highest dose often 79.9 µM), inactives show at the top dose activity change, negative = inhibition, actives largely listed as inhibitors. hit rate 0.006% among 240,000;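 note: 0% = enzyme with vehicle and -100% = no enzyme basal signal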
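Enzyme source: human spleen homogenate, 1 ug/well. Buffer 50 mM citric acid/K phosphate pH 5.0, 0.01% Tween-20. 4-MU-alpha-glucoside 1 mM; 37 C x 40 min; NaOH/glycine stop; fluorescence.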
GAA glycogen mod: inhibitors or activators of human alpha-glucosidase glycogen cleavage; hit rate 0.38% among 300,000; AID 2100; P10253; recombinant GAA, glycogen substrate, Amplex Red glucose oxidase fluorescence; Potency, µM (highest dose often 76.4 µM), for the others: top-dose activity change, negative = inhibition, hits mostly inhibitors;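 note: 0% = full enzyme reaction and -100% = no-enzyme basal signal; the screen sought inhibitors and activators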
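Recombinant human alpha-glucosidase (4 nM final) hydrolysed bovine liver glycogen (30 ug) for 40 min at 37 C in pH 5.0 citrate/phosphate with 0.01% Tween-20. Released glucose detected by glucose oxidase/Amplex Red, Ex 573/Em 610 nm. Compounds up to 77 uM; AC50 from Hill fits.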
HttQ103 aggreg: reduces HttQ103-GFP aggregates in PC12 cells | AID 1688 | Potency, µM (doses to about 46.1 µM), for the others: top-dose activity change, negative = inhibition, actives largely listed as inhibitors | PC12 HttQ103-GFP aggregates, Acumen cytometry, 40 h | hit rate 1.1% among 220,000; note: % is set by controls: 0 for no effect and ±100 for the full control effect; nearly all actives have a fitted effect of over 60% in size
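Multiplexed with ATP-based cell death, this channel scores GFP aggregates in PC12 cells expressing inducible HTTex1-Q103-GFP. Induction used 100 nM tebufenozide; compounds were tested in concentration series.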
IMPase Li inh: IMPase inhibition in cells with lithium potentiation | CHO-M1 cells, IP1 TR-FRET (IP-One), carbachol + lithium | Potency, µM (highest dose often 59.4 µM), for the others: at the highest dose activity, negative = IMPase inhibition, actives largely listed as inhibitors | hit rate 0.35% among 210,000;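 note: IP1 builds up when IMPase is blocked and the TR-FRET signal falls; plate controls were basal vehicle for no effect and high inhibitor control for full effect; nearly all actives have a fitted effect of over 50% in size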
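Concentration–response in CHO-M1 cells, lithium-potentiated; 30 min at 37C. IP1 detected by competitive TR-FRET after 10 min lysis at RT. Hill-fitted AC50.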
GAA inh: alpha-glucosidase (human) inhibition | P10253 | purified human GAA, 4-MU-alpha-glucoside fluorescence | Potency, µM (titrated, usually from 76.9 µM), inactives show at the highest dose activity change, negative = inhibition, most hits filed as inhibitors | hit rate 0.005% among 200,000 | AID 1466;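 note: plate controls were uninhibited enzyme wells for no effect and no-enzyme background for full effect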
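qHTS format, compound range up to 77 uM. Human lysosomal enzyme at 4 nM, 400 uM 4-MU glucoside substrate, pH 5.0, 20 min room temperature; fluorescence after alkaline stop gives activity normalized to controls.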
RGS12 GoLoco inh: inhibitors of human Gai1-RGS12 GoLoco interaction (red fluorophore); Gai1:RGS12 GoLoco peptide FP, rhodamine, 10 min; Potency, µM (doses to about 61.6 µM), without a hit: at the highest dose activity, negative = inhibition, usual class: inhibitors; hit rate 0.44% among 230,000; active = well fitted inhibition curve with a large enough effect, not every such curve was filed as active; inactive = no such curve, though single readings can be large or run the other way; note: % is set by controls: 0 for no effect and ±100 for the full control effect; nearly all actives have a fitted effect of over 30% in size; many of its hits are not listed in these tables
Target sequence (P63096 whole entry, looked up): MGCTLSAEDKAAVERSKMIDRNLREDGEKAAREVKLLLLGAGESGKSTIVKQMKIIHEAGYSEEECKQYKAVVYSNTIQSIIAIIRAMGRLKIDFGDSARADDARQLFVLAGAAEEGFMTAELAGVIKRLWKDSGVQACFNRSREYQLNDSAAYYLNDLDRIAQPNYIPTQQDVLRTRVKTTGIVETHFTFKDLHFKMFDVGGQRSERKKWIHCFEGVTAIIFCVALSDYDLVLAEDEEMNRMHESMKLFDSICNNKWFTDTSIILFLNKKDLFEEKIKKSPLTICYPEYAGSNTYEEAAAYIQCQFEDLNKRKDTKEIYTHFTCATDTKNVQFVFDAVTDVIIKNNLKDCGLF
HTT cytoprotect: cytoprotection in Huntington HTT-Q103 PC12 cell model | PC12 HTT-Q103 induced, cytoprotection, ATP luminescence, 40 h | Potency, µM (titrated, usually from 56.4 µM), for the others: cytoprotection (ATP increase), actives largely listed as activators | hit rate 0.14% among 230,000;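 note: % of control where 0% means no effect; nearly all actives have a fitted effect of over 45% in size; toxic huntingtin expression switched on by the ecdysone agonist tebufenozide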
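Compounds added alongside 100 nM tebufenozide, which induces toxic Q103 huntingtin exon 1-GFP in stable PC12 cells; surviving cells quantified by luminescent ATP measurement. Medium: phenol red-free DMEM, 5% equine and 5% calf serum.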
Numbers without * were called inactive; & = joins results of further samples; [ ] = remark or other dose. Unless noted, calls come from the whole dose curve; as a rule, active = well fitted curve in the direction sought with a large enough effect; inconclusive = small, poorly fitted or top-dose-only effect, or another doubt; inactive = no such curve, though single readings can be large; an effect the other way counts as inactive or inconclusive. Potency is the fitted concentration of half-maximal effect.

Results for COC(=O)c1ccccc1C(=O)OC ?
aGlu spleen mod: 7.1%; IMPase Li inh: 7.7%; RGS12 GoLoco inh: 6.3%; HTT cytoprotect: -4.5%

What do the screens show for `NC(=O)Nc1cccc(C(F)(F)F)c1`?
aGlu spleen mod: -3.1%; GAA glycogen mod: 0.1%; HttQ103 aggreg: -16.5%; IMPase Li inh: 25.2%[38.3 µM]; GAA inh: -3.2%; RGS12 GoLoco inh: 3.6%; HTT cytoprotect: -4.4%[1.9 µM]

How did Cc1ccc(S(=O)(=O)N2CN3CCN(C3)C2)cc1 do in these assays?
aGlu spleen mod: 1.8%; GAA glycogen mod: 1.7%; HttQ103 aggreg: 2.4%; IMPase Li inh: 3.2%[38.3 µM]; GAA inh: 4.1%; RGS12 GoLoco inh: 3.4%; HTT cytoprotect: 14.6%

What do the screens show for `C[C@]12C=CC(=O)C=C1CC[C@@H]1C2CC[C@]2(C)OC(=O)CCC12` (stereo partly specified)?
aGlu spleen mod: 5.9%; GAA glycogen mod: 0.5%; HttQ103 aggreg: 2.1%; IMPase Li inh: -1.4%; RGS12 GoLoco inh: 2.5%; HTT cytoprotect: inconclusive

Results for CN1CCN(c2ccc([N+](=O)[O-])c(Sc3nncn3C)c2)CC1 ?
aGlu spleen mod: 1.4%; GAA glycogen mod: -16.0%; HttQ103 aggreg: 5.3%; IMPase Li inh: 7.6%; GAA inh: 0.9%; RGS12 GoLoco inh: 23.4%; HTT cytoprotect: 1.2%

What do the screens show for `CC(=O)c1ccc2c(c1)C1C(Cl)C(Sc3ccccc3[N+](=O)[O-])CC1C(c1ccccc1[N+](=O)[O-])N2` (stereo unspecified)?
aGlu spleen mod: 12.1%; GAA glycogen mod: inconclusive; HttQ103 aggreg: -2.0%; IMPase Li inh: -0.7%; GAA inh: -13.1%; RGS12 GoLoco inh: -8.4%; HTT cytoprotect: -24.6%[10 µM]

How did O=c1[nH]c(=S)n(C2CC2)c(O)c1/C=N/Nc1ccccc1 do in these assays?
aGlu spleen mod: -19.5%; GAA glycogen mod: inconclusive; HttQ103 aggreg: 9.3%; IMPase Li inh: 26.5%; GAA inh: -10.0%; RGS12 GoLoco inh: 19.0%; HTT cytoprotect: 1.1%[10 µM]

What do the screens show for `N#Cc1ccc(CN2CCC3(CC2)CCN(C(=O)Oc2ccccc2)CC3)cc1`?
aGlu spleen mod: -9.3%; IMPase Li inh: 25.3%; RGS12 GoLoco inh: -5.5%; HTT cytoprotect: -21.1%

What do the screens show for `CNC(C)(C)Cc1ccccc1`?
aGlu spleen mod: -10.0%; HttQ103 aggreg: 16.6%[20.6 µM]; IMPase Li inh: 26.9%&-5.0%; RGS12 GoLoco inh: -4.4%; HTT cytoprotect: inconclusive

Results for OC1/C(=C/c2ccc(C(F)(F)F)cc2)N2CCC1CC2 (stereo unspecified) ?
aGlu spleen mod: -5.7%; GAA glycogen mod: 8.0%; HttQ103 aggreg: -2.3%; IMPase Li inh: 0.4%; GAA inh: -8.3%; RGS12 GoLoco inh: 12.8%; HTT cytoprotect: 4.7%[10 µM]

What do the screens show for `CN(C)c1ccc(/C=C2/C(=O)NC(=O)N(CCc3ccc(F)cc3)C2=O)cc1`?
aGlu spleen mod: 0.3%; GAA glycogen mod: 1.8%; HttQ103 aggreg: 16.0%; IMPase Li inh: 1.1%; GAA inh: -3.3%; RGS12 GoLoco inh: 47.1%[activator]; HTT cytoprotect: 12.2%[10 µM]

What do the screens show for `CC(=O)Nc1ccccc1C(=O)C(=O)Nc1cccc(C(=O)N2CCC3(CC2)OCCO3)c1`?
aGlu spleen mod: -5.3%; GAA glycogen mod: 3.0%; HttQ103 aggreg: 3.4%; IMPase Li inh: -4.8%; GAA inh: 9.2%; RGS12 GoLoco inh: 9.3%; HTT cytoprotect: -21.5%

Results for CN(C)C(=O)Nc1cccc(OC(=O)N(C)C)c1 ?
aGlu spleen mod: 1.1%; GAA glycogen mod: -2.1%; HttQ103 aggreg: 0.3%; IMPase Li inh: 12.3%[38.3 µM]; GAA inh: -22.3%; RGS12 GoLoco inh: 8.4%; HTT cytoprotect: -7.7%[1.9 µM]

What do the screens show for `CCCCC/C=C\C/C=C\C/C=C\C/C=C\CCCC(=O)N[C@H](C)CO`?
aGlu spleen mod: 2.9%&-2.5%&2.9%; IMPase Li inh: -12.7%&14.3%&18.2%; RGS12 GoLoco inh: 1.2%&-4.4%&-3.3%; HTT cytoprotect: inconclusive

Results for CCC(=NCc1ccco1)c1c(O)n(Cc2ccccc2)c(=O)[nH]c1=O ?
aGlu spleen mod: 3.9%; GAA glycogen mod: -0.9%; HttQ103 aggreg: 1.3%; IMPase Li inh: 13.2%[38.3 µM]; GAA inh: 2.5%; RGS12 GoLoco inh: 171.9%[activator]; HTT cytoprotect: -13.4%

How did O=c1[nH]c(=S)[nH]c(O)c1C(c1ccccn1)c1c(O)[nH]c(=S)[nH]c1=O do in these assays?
aGlu spleen mod: -3.6%; GAA glycogen mod: 18.8%; HttQ103 aggreg: 27.0%; IMPase Li inh: -1.5%; GAA inh: 0.1%; RGS12 GoLoco inh: -7.3%

What do the screens show for `COc1cc(C2c3cc4c(cc3C(OC(C)=O)[C@H]3COC(=O)C23)OCO4)cc(OC)c1OC` (stereo partly specified)?
aGlu spleen mod: -5.9%&-9.0%; IMPase Li inh: 1.5%&-23.0%; RGS12 GoLoco inh: -5.9%&2.5%

How did CCN1CCN(c2nc([N+](=O)[O-])nn2C)CC1 do in these assays?
aGlu spleen mod: 1.3%; GAA glycogen mod: 7.8%; HttQ103 aggreg: -9.3%[9.22 µM]; RGS12 GoLoco inh: 0.1%; HTT cytoprotect: 20.3%[10 µM]

Results for CC12CCC3C(CC=C4CC(O)CCC43C)C1C/C(=C\N1CCCC1)C2=O (stereo unspecified) ?
aGlu spleen mod: 0.7%; GAA glycogen mod: -4.0%; HttQ103 aggreg: 5.8%[9.22 µM]; RGS12 GoLoco inh: 4.8%; HTT cytoprotect: 10.7%[10 µM]

What do the screens show for `NC12CN3CN(CN(C3)C1)C2` (tested in a mixture with another compound)?
aGlu spleen mod: 4.9%; GAA glycogen mod: 5.8%; HttQ103 aggreg: 13.9%; IMPase Li inh: 1.8%[38.3 µM]; GAA inh: -7.6%; RGS12 GoLoco inh: 6.0%; HTT cytoprotect: 7.5%[10 µM]

Results for CN1CCc2cc3c(cc2C1O)OCO3 (stereo unspecified) ?
aGlu spleen mod: inconclusive; IMPase Li inh: -8.3%; RGS12 GoLoco inh: 1.9%

How did CC1(C(O)(C#CCN2CCCCC2)c2ccccc2)CCCC1 (stereo unspecified) do in these assays?
aGlu spleen mod: 0.9%; GAA glycogen mod: -0.2%; HttQ103 aggreg: -5.5%; IMPase Li inh: 12.3%; GAA inh: inconclusive; RGS12 GoLoco inh: -14.5%; HTT cytoprotect: -130.0%[inhibitor]

What do the screens show for `CCOC(=O)CCN=Cc1c(O)n(-c2ccc(Br)cc2)c(=O)[nH]c1=O`?
aGlu spleen mod: -5.8%; GAA glycogen mod: 9.7%; HttQ103 aggreg: -10.5%; IMPase Li inh: 12.0%[38.3 µM]; GAA inh: 5.7%[15.4 µM]; RGS12 GoLoco inh: 3.3%; HTT cytoprotect: -3.5%[0.074 µM]

How did CCOP(=O)(OCC)C(O)c1ccccc1 (stereo unspecified) do in these assays?
aGlu spleen mod: 15.8%; GAA glycogen mod: -0.1%; HttQ103 aggreg: -2.1%[9.22 µM]; RGS12 GoLoco inh: -4.0%; HTT cytoprotect: 13.5%[10 µM]

How did C#CCN1CCN(c2cccc(C(F)(F)F)c2)CC1 do in these assays?
GAA glycogen mod: 2.1%; HttQ103 aggreg: -6.8%; IMPase Li inh: 9.1%; GAA inh: -11.4%; RGS12 GoLoco inh: -18.5%; HTT cytoprotect: -21.3%

What do the screens show for `CCN1CCN(C(=O)COc2cc(=O)n(CC)c3ccccc23)CC1`?
aGlu spleen mod: 5.1%; GAA glycogen mod: -0.8%; HttQ103 aggreg: 25.4%; IMPase Li inh: 13.8%; GAA inh: -1.4%; RGS12 GoLoco inh: -11.4%; HTT cytoprotect: -0.1%[10 µM]

What do the screens show for `CCCn1c(C(=O)c2ccccc2)nc2ccccc21`?
aGlu spleen mod: 3.8%; GAA glycogen mod: 1.8%; HttQ103 aggreg: -17.5%; IMPase Li inh: 8.9%; GAA inh: -1.5%; RGS12 GoLoco inh: 1.4%; HTT cytoprotect: -47.7%[inhibitor]

Results for N#CCCn1cc(C(=O)Nc2ccccc2Br)c(-c2ccc([N+](=O)[O-])cc2)n1 ?
aGlu spleen mod: -1.0%; GAA glycogen mod: 5.5%; HttQ103 aggreg: -3.7%; IMPase Li inh: 1.9%; GAA inh: 0.0%; RGS12 GoLoco inh: 2.3%; HTT cytoprotect: -17.3%[10 µM]

How did O=c1[nH]c(=O)n(CCc2ccccc2)c(O)c1C=NC1CC1 do in these assays?
aGlu spleen mod: -8.8%; GAA glycogen mod: -5.1%; HttQ103 aggreg: -33.6%[9.22 µM]; RGS12 GoLoco inh: -2.5%; HTT cytoprotect: -18.6%[10 µM]

How did Cc1nc2ccccc2c(=O)n1-c1ccc(Br)cn1 do in these assays?
aGlu spleen mod: 7.3%; GAA glycogen mod: 2.1%; HttQ103 aggreg: 1.9%[9.22 µM]; GAA inh: -8.0%[15.4 µM]; RGS12 GoLoco inh: 2.7%; HTT cytoprotect: 18.1%[10 µM]

How did OC(c1ccccc1)(c1ccccc1)C1CN2CCC1CC2 (stereo unspecified) do in these assays?
aGlu spleen mod: 2.0%; GAA glycogen mod: 0.1%; HttQ103 aggreg: 5.2%; IMPase Li inh: 22.0%; GAA inh: 11.6%; RGS12 GoLoco inh: -1.1%; HTT cytoprotect: 6.4%

How did COC(=O)C(O)(c1ccc(NC(=O)c2cccs2)cc1)C(F)(F)F (stereo unspecified) do in these assays?
aGlu spleen mod: -1.7%; GAA glycogen mod: 3.1%; HttQ103 aggreg: 10.4%[9.22 µM]; GAA inh: 2.4%[15.4 µM]; RGS12 GoLoco inh: 2.1%; HTT cytoprotect: 21.4%[10 µM]

What do the screens show for `O=C(CCN1CCCCC1)NCC(=O)Nc1ccc(Br)cc1C(=O)c1ccccc1`?
aGlu spleen mod: 1.1%; GAA glycogen mod: 0.5%; HttQ103 aggreg: -0.6%; IMPase Li inh: 4.0%[38.3 µM]; GAA inh: 1.7%; RGS12 GoLoco inh: -1.1%; HTT cytoprotect: 16.2%

Some of the compounds tested. The share of hits here may be higher or lower than overall.
